Screening results deposited in PubChem BioAssay by several laboratories.
SUMO1 PPI mod: modulators of human SUMO1-mediated protein-protein interactions; inhibition, % at 20 µM; P63165; SUMO1 binding to a labelled peptide, TR-FRET, 1 h; hit rate 0.33% among 360,000; in the data active = inhibition above about 37%
Target sequence (P63165 whole entry, looked up): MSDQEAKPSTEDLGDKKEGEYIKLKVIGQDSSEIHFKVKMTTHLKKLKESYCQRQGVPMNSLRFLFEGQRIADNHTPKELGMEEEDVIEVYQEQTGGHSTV
NadD inh: NadD (S. aureus) enzyme inhibition | hit rate 0.78% among 360,000 | inhibition, % at 20 µM | purified NadD enzyme, colorimetric absorbance read-out; in the data active = inhibition above about 26%; also: some compounds past the cut are filed as inactive
DNMT1 block: inhibitors of human DNMT1; DNMT1 molecular beacon, Hinp1I cleavage, fluorescence; hit rate 0.83% among 360,000; inhibition (reported as % activation of signal), % at 10 µM; P26358; AID 588458; in the data active = inhibition above about 50%
LMPTP block: blocks human LMPTP phosphatase. P24666. recombinant LMPTP-A, OMFP fluorogenic substrate, fluorescence intensity. inhibition, % at 20 µM. hit rate 0.22% among 360,000;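 active = compounds that cut the enzyme signal by at least half of the control window in the single-dose screen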;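 also: plate controls were DMSO wells with enzyme plus substrate for no effect and substrate without enzyme for full effect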
Target sequence (P24666 whole entry, looked up): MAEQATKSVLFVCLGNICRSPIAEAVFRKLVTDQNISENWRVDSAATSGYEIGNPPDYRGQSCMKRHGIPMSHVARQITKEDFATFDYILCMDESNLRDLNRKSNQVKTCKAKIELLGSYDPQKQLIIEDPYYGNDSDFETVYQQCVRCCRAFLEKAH
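Test system: LMPTP-A phosphatase enzyme; input: 0.625 nM LMPTP-A final; reagent: OMFP substrate, 400 µM final; compound dosing: 20 µM single dose, 3% DMSO; incubation: 50 min dark incubation at room temperature; measured by: endpoint fluorescence intensity from OMFP dephosphorylation; measure: % inhibition relative to no-enzyme and uninhibited control wells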
Rpn11 block: blocks the human proteasome subunit Rpn11. human 26S proteasome, Ub4-pepOG fluorescence polarization; 20S core pre-blocked with epoxomicin. calls only at 20 µM. hit rate 0.59% among 360,000. AID 588493;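 active = inhibition at 20 µM, scaled to each plate's controls, above about 33%, limit read from the data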
Target sequence (O00487 whole entry, looked up): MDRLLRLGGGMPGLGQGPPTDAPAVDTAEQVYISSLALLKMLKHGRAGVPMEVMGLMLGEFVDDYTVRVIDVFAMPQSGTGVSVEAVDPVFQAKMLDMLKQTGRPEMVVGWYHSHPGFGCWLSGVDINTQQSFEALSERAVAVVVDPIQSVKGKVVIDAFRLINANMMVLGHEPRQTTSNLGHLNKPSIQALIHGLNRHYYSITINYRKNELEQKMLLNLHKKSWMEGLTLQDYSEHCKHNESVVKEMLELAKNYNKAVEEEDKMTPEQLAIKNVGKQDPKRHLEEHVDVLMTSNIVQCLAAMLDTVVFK
Rin1-Abl PPI inh: blocks binding of human Rin1 to Abl; P00519+Q13671; TR-FRET Rin1/Abl binding, biochemical; inhibition, % at 7.35 µM; hit rate 0.4% among 360,000; AID 588664; in the data active = inhibition above about 5%, passing the limit was not always enough
Scp1 inh: inhibitors of human Scp-1 phosphatase. Recombinant Scp1, phosphopeptide, malachite green phosphate absorbance. inhibition, % at 20 µM. hit rate 0.88% among 340,000;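 active = inhibition above about 50% at 20 µM, limit read from the data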;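 also: plate controls were DMSO wells with enzyme for no effect and wells lacking enzyme for full effect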
Target sequence (Q9GZU7 76-261 limits assumed): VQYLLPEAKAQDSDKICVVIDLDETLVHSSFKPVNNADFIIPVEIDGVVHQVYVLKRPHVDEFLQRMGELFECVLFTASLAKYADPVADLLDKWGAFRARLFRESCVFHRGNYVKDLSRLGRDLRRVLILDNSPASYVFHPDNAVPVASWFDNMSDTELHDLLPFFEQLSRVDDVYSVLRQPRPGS
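Times: enzyme reaction 45 min at room temperature, colour 5 min, stabilisation 30 min. Material: SCP-1 catalytic fragment, aa 76-261. Medium: Acidic Tris acetate buffer with magnesium and detergent. Signal: colorimetric free-phosphate detection, absorbance 630 nm. Read-out basis: % inhibition of SCP-1 phosphate liberation. Reagent: Phosphorylated 17-residue peptide substrate.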
CSN deneddyl inh: blocks human CSN-mediated cullin deneddylation. Q92905. Purified CSN, SCF-Nedd8-OG deneddylation, fluorescence polarization. inhibition, % at 12.5 µM. hit rate 0.38% among 360,000. AID 651999;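 active = pattern-corrected inhibition above about 35%, with an unprinted fluorescence ratio check between 0.5 and 1.5, limit read from the data, passing the limit was not always enough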;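 also: 0% = enzyme with substrate and 100% = substrate without enzyme; some results filed as inactive read as strong as hits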
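Schedule: reaction 90 min, room temperature / Assay system: HEK293T-derived human Csn5 enzyme / Input: Csn5 at 0.24 nM final / Measure: inhibition of Csn5 cleavage, % / Control set: substrate-only high control, full reaction low control / Technique: fluorescence polarization of the substrate / Buffer or medium: Tris/NaCl/DTT buffer, pH 7.5 / Reagent: SCFSkp2-Nedd8OG substrate at 10 nM final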
Neddyl block: blocks human cullin neddylation; P61081+Q13564; TR-FRET cullin neddylation, biochemical; calls only at 25 µM; hit rate 0.58% among 360,000; AID 651699; in the data active = inhibition above about 36%
STEP block: blocks human striatal-enriched tyrosine phosphatase; hit rate 0.25% among 360,000; P54829; recombinant STEP, OMFP fluorogenic substrate, fluorescence; inhibition, % at 20 µM; AID 588621;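 active = inhibition at 20 µM, scaled per plate between control wells, above about 37%, limit read from the data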;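 also: 0% = DMSO with enzyme and substrate and 100% = substrate only without enzyme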
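System: STEP (striatal-enriched tyrosine phosphatase) enzyme, cell-free; medium: Bis-Tris pH 6.0 buffer with DTT, detergent; dosing: 20 µM, 1% DMSO; times: reaction 20 min, ambient temperature; detection: fluorescence, 480/540 nm; read-out basis: normalized % inhibition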
* hit, by the source's call.

Results for CCO[C@H]1OC(C(=O)NCc2nc3ccccc3[nH]2)=C[C@@H](c2cn(C(C)=O)c3ccccc23)[C@@H]1CCCO ?
SUMO1 PPI mod: 7; NadD inh: 5; DNMT1 block: -2; LMPTP block: 0.9; Rpn11 block: inactive; Rin1-Abl PPI inh: 1; Scp1 inh: -7; CSN deneddyl inh: 2; Neddyl block: inactive; STEP block: -2

How did CS(=O)(=O)NCCCc1ccccc1 do in these assays?
SUMO1 PPI mod: 0; NadD inh: -2; DNMT1 block: 4; LMPTP block: -1.2; Rpn11 block: inactive; Rin1-Abl PPI inh: 0; Scp1 inh: -3; CSN deneddyl inh: -7; Neddyl block: inactive; STEP block: -1

Results for Cc1ccc(S(=O)(=O)N2CCOCC2)cc1NC(=O)Cn1nc(C)c([N+](=O)[O-])c1C ?
SUMO1 PPI mod: -3; NadD inh: -4; DNMT1 block: 0; LMPTP block: -0.2; Rpn11 block: inactive; Rin1-Abl PPI inh: 2; Scp1 inh: 0; CSN deneddyl inh: 0; Neddyl block: inactive; STEP block: 1

What do the screens show for `CC(C)NC(=O)c1ccc(COc2ccc(C(C)(C)C)cc2)o1`?
SUMO1 PPI mod: 4; NadD inh: -3; DNMT1 block: 9; LMPTP block: -1.2; Rpn11 block: inactive; Rin1-Abl PPI inh: -2; Scp1 inh: -2; CSN deneddyl inh: -2; Neddyl block: inactive; STEP block: 2

How did Cc1ccc(CS(=O)(=O)Cc2ccc(C(=O)NC3CCCC3)o2)cc1 do in these assays?
SUMO1 PPI mod: 0; NadD inh: -2; DNMT1 block: -1; LMPTP block: -2.8; Rpn11 block: inactive; Rin1-Abl PPI inh: 2; Scp1 inh: -2; CSN deneddyl inh: -1; Neddyl block: inactive; STEP block: -2

How did O=C(NC1CCCC1)C(c1ccco1)N1CCC(O)(c2ccc(Cl)cc2)CC1 (stereo not given) do in these assays?
SUMO1 PPI mod: 2; LMPTP block: -0.8; CSN deneddyl inh: -3; Neddyl block: inactive

How did Cc1ccc(C(C)C)c(OCCCN2CCc3ccccc3C2)c1 do in these assays?
SUMO1 PPI mod: -3; NadD inh: -8; DNMT1 block: 1; LMPTP block: -1.5; Rpn11 block: inactive; Rin1-Abl PPI inh: -1; Scp1 inh: -6; CSN deneddyl inh: 7; Neddyl block: inactive; STEP block: 1

Results for COC(=O)c1ccc2c(=O)n(CCCCCC(=O)O)c(=S)[nH]c2c1 ?
SUMO1 PPI mod: -2; NadD inh: 4; DNMT1 block: -1; LMPTP block: -2.4; Rpn11 block: inactive; Rin1-Abl PPI inh: -2; Scp1 inh: -7; CSN deneddyl inh: -2; Neddyl block: inactive; STEP block: 0

What do the screens show for `CC(C)CN1C=C2C(=O)C(C)(OC(=O)C3CCCC3)C(=O)C=C2C=C1c1ccsc1` (stereo not given)?
SUMO1 PPI mod: -19; NadD inh: 8; DNMT1 block: -5; LMPTP block: 1.9; Rpn11 block: inactive; Rin1-Abl PPI inh: 2; Scp1 inh: 9; CSN deneddyl inh: -1; Neddyl block: inactive; STEP block: 0

What do the screens show for `COCCN1C=C2C(=O)C(C)(OC(=O)CCC(=O)OC)C(=O)C(Br)=C2C=C1c1ccc(OC)cc1` (stereo not given)?
SUMO1 PPI mod: -14; NadD inh: -1; DNMT1 block: -11; LMPTP block: 4.5; Rpn11 block: inactive; Rin1-Abl PPI inh: -1; Scp1 inh: -1; CSN deneddyl inh: -1; Neddyl block: inactive; STEP block: 1

What do the screens show for `O=C(COC(=O)C1=COCCO1)Nc1ccccc1`?
SUMO1 PPI mod: -1; NadD inh: 6; DNMT1 block: 5; LMPTP block: -0.1; Rpn11 block: inactive; Rin1-Abl PPI inh: 1; Scp1 inh: -4; CSN deneddyl inh: -1; Neddyl block: inactive; STEP block: 2

How did Cc1c(CCOC(=O)CC23CC4CC(CC(C)(C4)C2)C3)sc[n+]1CC(=O)c1ccccc1 do in these assays?
SUMO1 PPI mod: 1; NadD inh: 14; DNMT1 block: 6; LMPTP block: 0.8; Rpn11 block: inactive; Rin1-Abl PPI inh: -1; Scp1 inh: 17; CSN deneddyl inh: 1; Neddyl block: inactive; STEP block: -2

What do the screens show for `O=C(Nc1nc2ccccc2s1)c1ccc(N2CCCCC2)c([N+](=O)[O-])c1`?
SUMO1 PPI mod: -8; NadD inh: 11; DNMT1 block: -3; LMPTP block: 2.0; Rpn11 block: inactive; Rin1-Abl PPI inh: -1; Scp1 inh: -7; CSN deneddyl inh: -13; Neddyl block: inactive; STEP block: -1

Results for Cc1[nH]c2ccccc2c1C(=O)COC(=O)Cn1c(C(F)(F)F)nc2ccccc21 ?
SUMO1 PPI mod: -2; NadD inh: -8; DNMT1 block: -9; LMPTP block: 2.5; Rpn11 block: inactive; Rin1-Abl PPI inh: -4; Scp1 inh: -13; CSN deneddyl inh: -15; Neddyl block: inactive; STEP block: -5

Results for CCN(CC)CCCNC(=O)Cn1cnc2sc(C)c(S(=O)(=O)N3CCC(C)CC3)c2c1=O ?
SUMO1 PPI mod: 3; NadD inh: -5; DNMT1 block: 0; LMPTP block: 4.4; Rpn11 block: inactive; Rin1-Abl PPI inh: -1; Scp1 inh: -6; CSN deneddyl inh: -4; Neddyl block: inactive; STEP block: 2

What do the screens show for `CN(C(=S)NC(=O)c1ccccc1Br)C1CCCCC1`?
SUMO1 PPI mod: 0; NadD inh: -3; DNMT1 block: -1; LMPTP block: 0.0; Rpn11 block: inactive; Rin1-Abl PPI inh: 4; Scp1 inh: 2; CSN deneddyl inh: -4; Neddyl block: inactive; STEP block: 3

What do the screens show for `COc1cccc(NC(=O)c2cc(-c3ccncc3)nc3c(C)cc(C)cc23)c1`?
SUMO1 PPI mod: -3; NadD inh: 20; DNMT1 block: -6; LMPTP block: 3.1; Rpn11 block: inactive; Rin1-Abl PPI inh: -4; Scp1 inh: -1; CSN deneddyl inh: 2; Neddyl block: inactive; STEP block: -2

How did CCOc1ccc(CNc2ccc(N3CCN(Cc4ccccc4)CC3)cc2)cc1 do in these assays?
SUMO1 PPI mod: -6; NadD inh: -7; DNMT1 block: -12; LMPTP block: 4.5; Rpn11 block: inactive; Rin1-Abl PPI inh: -2; Scp1 inh: -6; CSN deneddyl inh: 6; Neddyl block: inactive; STEP block: 2

How did COCCNC(=O)CN1CCN(C(c2ccccc2)c2ccccc2)CC1 do in these assays?
SUMO1 PPI mod: -1; NadD inh: 4; DNMT1 block: 1; LMPTP block: -1.5; Rpn11 block: inactive; Rin1-Abl PPI inh: 2; Scp1 inh: -3; CSN deneddyl inh: 3; Neddyl block: inactive; STEP block: -2

How did COCC(C)NC(=O)CSc1ncnc2sc(-c3ccccc3)cc12 (stereo not given) do in these assays?
SUMO1 PPI mod: -19; NadD inh: 2; DNMT1 block: -1; LMPTP block: 0.8; Rpn11 block: inactive; Rin1-Abl PPI inh: -3; Scp1 inh: -7; CSN deneddyl inh: 4; Neddyl block: inactive; STEP block: -2

Retrieved by compound from the entries so far (2):
What do the screens show for `CC(C)CN1C=C2C(=O)C(C)(OC(=O)C3CCCC3)C(=O)C=C2C=C1c1ccsc1` (stereo not given)?
SUMO1 PPI mod: -19; NadD inh: 8; DNMT1 block: -5; LMPTP block: 1.9; Rpn11 block: inactive; Rin1-Abl PPI inh: 2; Scp1 inh: 9; CSN deneddyl inh: -1; Neddyl block: inactive; STEP block: 0

How did CCOc1ccc(CNc2ccc(N3CCN(Cc4ccccc4)CC3)cc2)cc1 do in these assays?
SUMO1 PPI mod: -6; NadD inh: -7; DNMT1 block: -12; LMPTP block: 4.5; Rpn11 block: inactive; Rin1-Abl PPI inh: -2; Scp1 inh: -6; CSN deneddyl inh: 6; Neddyl block: inactive; STEP block: 2

(more compounds)
What do the screens show for `COc1ccc(CNC(=O)CN(Cc2ccccc2)C(=O)c2csnn2)cc1`?
SUMO1 PPI mod: -2; NadD inh: -7; DNMT1 block: 1; LMPTP block: -0.6; Rpn11 block: inactive; Rin1-Abl PPI inh: 1; Scp1 inh: -12; CSN deneddyl inh: 0; Neddyl block: inactive; STEP block: 0

Results for CCc1c(C(=O)NC(C)C2CCCO2)csc1C (stereo not given) ?
SUMO1 PPI mod: -1; NadD inh: -2; DNMT1 block: 1; LMPTP block: -1.0; Rpn11 block: inactive; Rin1-Abl PPI inh: 1; Scp1 inh: 0; CSN deneddyl inh: -3; Neddyl block: inactive; STEP block: -3

How did COCCNC(=O)CN(Cc1ccco1)C(=O)CCC(=O)Nc1nccs1 do in these assays?
SUMO1 PPI mod: 10; NadD inh: -5; DNMT1 block: 1; LMPTP block: -0.8; Rpn11 block: inactive; Rin1-Abl PPI inh: 4; Scp1 inh: -7; CSN deneddyl inh: 0; Neddyl block: inactive; STEP block: 0

How did COc1ccc(-c2nnn(CC(=O)N(Cc3ccco3)C(C(=O)NCC3CCCO3)c3ccco3)n2)cc1 (stereo not given) do in these assays?
SUMO1 PPI mod: -3; NadD inh: 1; DNMT1 block: 17; LMPTP block: -1.6; Rpn11 block: inactive; Rin1-Abl PPI inh: -3; Scp1 inh: 8; CSN deneddyl inh: -16; Neddyl block: inactive; STEP block: 2

What do the screens show for `O=C(CN1C(=O)NC2NC(=O)NC21)N/N=C/c1ccc(F)cc1` (stereo not given)?
SUMO1 PPI mod: -3; NadD inh: -5; DNMT1 block: 6; LMPTP block: -0.2; Rpn11 block: inactive; Rin1-Abl PPI inh: 1; Scp1 inh: -5; CSN deneddyl inh: 1; Neddyl block: inactive; STEP block: 0

Results for COc1ccccc1CC(=O)Nc1ccc2nc(C)sc2c1 ?
SUMO1 PPI mod: -4; NadD inh: -4; DNMT1 block: -3; LMPTP block: -0.8; Rpn11 block: inactive; Rin1-Abl PPI inh: -2; Scp1 inh: -4; CSN deneddyl inh: -10; Neddyl block: inactive; STEP block: -3

What do the screens show for `CCCc1cn(S(=O)(=O)c2ccc(OC)cc2OC)nc1N`?
SUMO1 PPI mod: -2; NadD inh: -4; DNMT1 block: -1; LMPTP block: -0.2; Rpn11 block: inactive; Rin1-Abl PPI inh: 5; Scp1 inh: -3; CSN deneddyl inh: -1; Neddyl block: inactive; STEP block: 0

Results for COc1cc2c(cc1OC)CC(=O)N(C)CC2 ?
SUMO1 PPI mod: -3; NadD inh: -3; DNMT1 block: 11; LMPTP block: -1.4; Rpn11 block: inactive; Rin1-Abl PPI inh: 0; Scp1 inh: -4; CSN deneddyl inh: 1; Neddyl block: inactive; STEP block: 1

Results for Cc1ccccc1NC(=O)Cc1nc(-c2c[nH]c(C(=O)N3CCCC3)c2)cs1 ?
SUMO1 PPI mod: -11; NadD inh: 8; DNMT1 block: -15; LMPTP block: 0.4; Rpn11 block: inactive; Rin1-Abl PPI inh: 4; Scp1 inh: -9; CSN deneddyl inh: 0; Neddyl block: inactive; STEP block: 4

What do the screens show for `CCOc1ccc(CCNC(=O)CCc2nnc3ccc(N4CCOCC4)nn23)cc1OCC`?
SUMO1 PPI mod: -2; NadD inh: -2; DNMT1 block: -3; LMPTP block: -1.2; Rpn11 block: inactive; Rin1-Abl PPI inh: 2; Scp1 inh: 3; CSN deneddyl inh: -2; Neddyl block: inactive; STEP block: 0
